BoNT-F LC inh: BoNT F light chain protease inhibition. AID 588497. actives 0.22% (n = 360,000). Multiplex microsphere protease cleavage assay, flow cytometry. inhibition, % at 10 µM; in the data active means inhibition above about 35%, passing the limit was not always enough; inconclusive means no clear call, values can overlap the other calls; further: plate controls were buffer without enzyme for full effect and enzyme alone for no effect
Anthrax LF inh2: blocks Bacillus anthracis lethal factor protease. P15917. AID 588501. multiplex microsphere protease cleavage assay, LF. actives 0.12% (n = 360,000). inhibition, % at 10 µM; further: plate controls were buffer without enzyme for full effect and enzyme alone for no effect
Target sequence (P15917 whole entry, looked up): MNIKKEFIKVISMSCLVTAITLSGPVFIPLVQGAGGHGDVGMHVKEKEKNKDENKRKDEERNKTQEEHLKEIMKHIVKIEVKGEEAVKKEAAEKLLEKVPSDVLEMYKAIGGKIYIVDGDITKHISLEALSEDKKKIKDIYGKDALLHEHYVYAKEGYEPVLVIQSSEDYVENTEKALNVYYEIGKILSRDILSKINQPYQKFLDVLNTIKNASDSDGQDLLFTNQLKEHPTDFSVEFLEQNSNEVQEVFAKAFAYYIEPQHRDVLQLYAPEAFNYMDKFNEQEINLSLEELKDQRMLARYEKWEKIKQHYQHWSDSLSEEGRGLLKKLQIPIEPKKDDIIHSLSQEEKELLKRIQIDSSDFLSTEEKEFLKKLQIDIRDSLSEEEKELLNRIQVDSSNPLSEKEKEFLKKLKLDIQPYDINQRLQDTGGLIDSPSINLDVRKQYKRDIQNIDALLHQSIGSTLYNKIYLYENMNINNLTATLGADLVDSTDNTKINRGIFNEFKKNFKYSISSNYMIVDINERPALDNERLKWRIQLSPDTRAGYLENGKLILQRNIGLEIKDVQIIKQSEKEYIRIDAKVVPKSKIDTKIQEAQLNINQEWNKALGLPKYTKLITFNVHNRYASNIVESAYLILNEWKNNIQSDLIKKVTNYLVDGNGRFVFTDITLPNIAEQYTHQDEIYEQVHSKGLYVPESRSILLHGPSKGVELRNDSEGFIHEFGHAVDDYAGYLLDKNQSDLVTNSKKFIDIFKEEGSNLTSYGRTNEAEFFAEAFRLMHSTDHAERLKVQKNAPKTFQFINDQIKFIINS
CCHFV vOTU inh: CCHFV vOTU protease inhibition; inhibition, % at 11.5 µM; actives 0.55% (n = 370,000); AID 651958; Pep-AMC fluorescence; in the data active means inhibition above about 30%; further: 0% = vehicle wells with enzyme and 100% = no enzyme wells
FadD28 FP inh: inhibitors of Mycobacterium tuberculosis FadD28 bisubstrate binding; FadD28 bisubstrate probe binding, fluorescence polarization; inhibition, % at 12.5 µM; actives 0.22% (n = 360,000); in the data active means inhibition above about 8.5%, passing the limit was not always enough; inconclusive means no clear call, values can overlap the other calls
TcdB inh: inhibitors of Clostridioides difficile toxin B glycohydrolase; TcdB glycohydrolase enzymatic assay, plate reader; inhibition, % at 9.99 µM; actives 0.24% (n = 350,000); AID 652162; in the data active means inhibition above about 10%
Yp Topo-I inh: Y. pestis Topo-I inhibition via cleavage products; activity, % at 10 µM; AID 504884; actives 0.064% (n = 360,000); Y. pestis Topo-I cleavage product accumulation, plate reader; in the data active means activity above about 50%, passing the limit was not always enough; inconclusive means no clear call, values can overlap the other calls; further: inactives centre near 2
PrPC TRFRET: reduces human prion protein on the cell surface; cell surface PrPC, TR-FRET read-out; inhibition, % at 13.8 µM; actives 0.43% (n = 370,000); AID 720596; in the data active means inhibition above about 24%; further: 0% = median of the test wells and 100% = reference compound wells
BoNT-A LC inh2: blocks Botulinum neurotoxin A light chain protease; inhibition, % at 10 µM; multiplex microsphere protease substrate cleavage, flow cytometry; actives 0.17% (n = 360,000); further: plate controls were buffer without enzyme for full effect and enzyme alone for no effect
PfHsp40 rescue: restores yeast growth despite PfHsp40 toxicity. S. cerevisiae expressing PfHsp40, growth rescue, ATP luminescence. actives 0.68% (n = 340,000). growth rescue, % at 12.5 µM; in the data active means growth rescue above about 28%, passing the limit was not always enough; inconclusive means no clear call, values can overlap the other calls;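 further: yeast W303a lacking pdr1 and pdr3 grown in galactose medium; growth measured after three days at 30 °C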
* marks the source's active call; other numbers are inactive results; ? = inconclusive; . = not tested or not shown; & = joins results of further samples. Unless noted, no stated cut-off is given here; in the data, active means inhibition above about 30%; inconclusive means no clear call, values can overlap the other calls; inactive means below that. Compounds as they come (roughly 2.3% active in at least one column).

SMILES	BoNT-F LC inh	Anthrax LF inh2	CCHFV vOTU inh	FadD28 FP inh	TcdB inh	Yp Topo-I inh	PrPC TRFRET	BoNT-A LC inh2	PfHsp40 rescue
O=C(NCCC(=O)N1CCCCC1)c1ccc(Br)cc1	2	1	12	-0.4	-0.3	3	2	2.0	0.2
COc1cc(C(=O)O/N=C2\CCCc3c2ccc(OC)c3[N+](=O)[O-])cc(OC)c1OC	3	-1	2	-0.7	.	3	0	1.3	0.7
CCc1cc2c(=O)[nH]c(-c3ccccn3)nc2s1	-13	-2	-16	-1.4	2.3	-7	17	-3.5	?
O=C(CCS(=O)(=O)c1ccccc1)NC12CC3CC(CC(C3)C1)C2	-1	-4	9	-0.1	.	1	-2	-0.8	-0.5
CCOc1ccccc1NC(=O)C(OC(=O)c1ccc(NC(=O)CC#N)cc1)c1ccccc1 (stereo not given)	-3	-4	15	-3.5	-0.8	-14	2	-7.5	2.8
Cc1ccc(NC(=O)COc2cccnc2[N+](=O)[O-])cc1S(=O)(=O)N1CCCCC1	-1	2	7	-5.5	-0.5	-2	4	-0.1	1.8
C=CCOc1ccccc1/C=N/NC(=O)c1ccc(Cl)cc1Cl	-4	0	7	-3.6	.	4	-5	-0.7	0.5
CN(C(=O)c1ccc(OC2CCN(CCc3ccccc3)CC2)cc1)C1CCCCC1	-4	1	8	-3.7	-7.7	7	7	-1.4	1.6
CCn1c(SCC#N)nc2ccccc2c1=O	1	0	-3	-1.6	-1.1	-1	7	0.5	-0.1
COc1ccc(CCNS(=O)(=O)c2cc(/C=C/C(=O)O)ccc2C)cc1OC	-2	-4	5	0.6	-1.1	3	-10	-2.1	.
CCc1nc2ccc(C(=O)N(C)CCCN(C)C)cn2c1N(C)C(=O)C1CCCCC1	2	-4	1	-0.3	-1.5	4	2	0.0	.
O=[N+]([O-])c1cc(Cl)cc(/C=N/NC(=S)Nc2cc(S(=O)(=O)N3CCOCC3)ccc2Cl)c1O	-12	-8	9	23*	0.8	-6	0	-2.1	-1.5
C[C@H](CO)N1C[C@H](C)[C@@H](CN(C)CC2CCCCC2)Oc2c(NS(=O)(=O)c3ccc(F)cc3)cccc2C1=O	-1	-2	-6	-1.1	-1.6&0.8	11	8	0.1	0.0
C=CCn1c(SCCOc2ccc(OC)cc2)nnc1C(C)NC(=O)Cc1ccc(OC)cc1 (stereo not given)	2	-2	-13	-1.9	.	2	-4	-0.7	-1.0
O=C(CSc1ccccc1Cl)c1ccco1	-3	0	7	-2.6	.	2	3	-0.4	-1.9
CCOC(=O)c1ccc(CSc2nnc(N)s2)cc1	-1	0	-8	-0.6	.	6	4	0.1	0.0
O=C(Nc1ccc(N2CCOCC2)cc1)c1cccc(S(=O)(=O)N2CCC(Cc3ccccc3)CC2)c1	-7	-6	7	-2.0	.	0	3	-0.8	1.2
Cn1c(-c2ccccc2)cnc1NCc1cc2c(cc1[N+](=O)[O-])OCO2	-8	-5	4	-2.0	2.7	-8	-10	-2.1	0.3
COc1cccc(CC2(CO)CCCN(Cc3cn[nH]c3-c3ccccc3)C2)c1 (stereo not given)	-1	-3	11	-7.7	1.8	-5	-6	-0.6	-0.2
COc1ccc(C(=O)O/N=C(\N)c2ccccc2)c(OC)c1	-1	-1	2	-4.9	2.4	-6	13	0.4	-0.9
COc1ccc(NC(=O)C2CCC2)cc1S(=O)(=O)N1CCOCC1	.	.	5	-0.7	-0.1	3	8	.	0.9
Cc1cccc(NS(=O)(=O)c2cccs2)n1	-2	-2	-14	-1.8	1.0	-2	-5	0.1	0.1
Cc1ccc2c(c1)N(N=O)CCC2	-25	0	-11	0.9	.	5	3	-1.7	-1.5
CCOc1ccc(N2C(=O)S/C(=C\c3ccc(O)c(OCC)c3)C2=O)cc1	-11	-3	2	-2.8	-0.4	0	-15	0.4	-0.5
O=C(NC1=NCCS1)c1cc(-c2cccs2)nc2ccccc12	-11	8	-56	-2.6	1.4	8	-8	-0.8	0.8

An excerpt of these results, bar-delimited:
Structure | BoNT-F LC inh | Anthrax LF inh2 | CCHFV vOTU inh | FadD28 FP inh | TcdB inh | Yp Topo-I inh | PrPC TRFRET | BoNT-A LC inh2 | PfHsp40 rescue
C=CCOc1ccccc1/C=N/NC(=O)c1ccc(Cl)cc1Cl | -4 | 0 | 7 | -3.6 | . | 4 | -5 | -0.7 | 0.5
CN(C(=O)c1ccc(OC2CCN(CCc3ccccc3)CC2)cc1)C1CCCCC1 | -4 | 1 | 8 | -3.7 | -7.7 | 7 | 7 | -1.4 | 1.6
CCn1c(SCC#N)nc2ccccc2c1=O | 1 | 0 | -3 | -1.6 | -1.1 | -1 | 7 | 0.5 | -0.1
COc1ccc(CCNS(=O)(=O)c2cc(/C=C/C(=O)O)ccc2C)cc1OC | -2 | -4 | 5 | 0.6 | -1.1 | 3 | -10 | -2.1 | .
CCc1nc2ccc(C(=O)N(C)CCCN(C)C)cn2c1N(C)C(=O)C1CCCCC1 | 2 | -4 | 1 | -0.3 | -1.5 | 4 | 2 | 0.0 | .

Next section
SMILES	BoNT-F LC inh	Anthrax LF inh2	CCHFV vOTU inh	FadD28 FP inh	TcdB inh	Yp Topo-I inh	PrPC TRFRET	BoNT-A LC inh2	PfHsp40 rescue
CN(C)CCCNC(=O)COc1ccc(Br)cc1Cl	-5	0	1	-4.2	-1.0	2	-1	-0.3	0.3
CCOC(=O)c1c(C)sc2c1N(C(=O)CCl)c1cc(Cl)ccc1S2	-2	-3	2	-4.5	.	10	-7	-0.1	0.2
Cc1[nH]c2ccccc2c1/C=C(/C#N)C(=O)NC(C)C	0	-2	3	-2.2	-2.0	1	-6	-0.4	1.3
CC(=O)Nc1sc2c(c1C(c1ccccn1)N1CCCC1)CCCC2 (stereo not given)	0	-2	-6	-2.8	2.8	13	7	0.0	-0.6
O=C(CC[C@H]1O[C@@H](n2ccc(=O)[nH]c2=O)[C@H](O)[C@@H]1O)N[C@H](Cc1ccccc1)C(=O)NCc1ccco1	-19	0	-3	-0.3	0.1	.	8	-0.5	.
COc1ccc(C(=O)N/C(=C/c2ccccc2F)C(=O)NCCN2CCOCC2)cc1OC	0	1	5	1.0	2.5	-5	3	0.4	-0.4
COc1ccccc1N1CCN(C2CCCN(C(=O)CCc3ccccn3)C2)CC1 (stereo not given)	-13	-1	-6	-5.1	-0.2	2	-2	-5.1	0.4
O=C(NCc1ccc(Cl)cc1)C1CCC(CNc2c(N3CCCC3)c(=O)c2=O)CC1 (stereo not given)	1	-1	-2	-3.2	1.1	13	10	1.4	0.6
CC(C)N1CCN(Cc2cnc(-c3ccccc3)s2)CC1CCO (stereo not given)	-2	-1	-14	1.0	0.3	-2	0	-1.5	-0.3
O=C(O)c1cnn2c1NC(c1cccs1)CC2C(F)(F)F (stereo not given)	3	-4	-2	-0.9	.	5	4	-0.3	0.2
COc1ccc(NC(=O)COC(=O)CNC(=O)C2CCCCC2)cc1	-12	-7	-19	-2.2	-0.1	3	31*	-1.9	1.8
CN(C)/C=N/c1cc(=O)[nH]c(=O)n1CC1CC1	-6	-1	1	-1.0	-0.7	9	0	0.0	0.1
CC(=O)c1ccc(NS(=O)(=O)c2cccc(C)c2)cc1	1	-2	-13	0.2	.	-1	2	0.0	1.0
Cc1cc(C(=O)OCC(=O)NC(=O)NC(C)(C)C)c(C)o1	2	3	1	-0.5	.	3	6	-1.6	0.4
CC1CCCC(NC(=O)COC(=O)C2=COCCO2)C1C (stereo not given)	-5	3	-5	-3.6	1.5	6	2	0.2	.
COC(=O)c1ccc(CN(C)S(=O)(=O)c2ccc(C)cc2)o1	0	-4	-7	0.5	.	8	-2	0.5	-0.8
CCc1nn(CC(=O)NCCCN2CCN(C)CC2)c(=O)c2cc3sccc3n12	-2	-4	8	-0.1	-0.8	8	-4	0.2	-1.3
CC(C)c1nnc(NC(=O)CCC(=O)N2CCN(Cc3ccccc3)CC2)s1	-2	-2	3	1.2	-0.1	16	0	-0.2	0.1
COc1cc(C2C(C(=O)c3cc4ccccc4o3)=C(O)C(=O)N2CCN2CCOCC2)ccc1OCCC(C)C (stereo not given)	2	-2	11	.	1.5	7	9	-0.4	1.5
Cn1c(SCC(=O)c2ccc(F)cc2)nnc1-c1cnccn1	7	-15	-1	-5.9	.	9	-6	4.4	-0.9
O=C(NCc1ccco1)C1Cc2ccccc2CN1S(=O)(=O)c1ccccc1F (stereo not given)	-3	2	11	-1.7	.	9	5	-2.4	0.4
CCOc1cc(/C=C2\C(=O)N(CCc3ccc(OC)c(OC)c3)C(C)=C2C(=O)OC)ccc1O	1	-1	5	-0.8	.	19	-2	-0.6	0.5
CN(C)S(=O)(=O)c1ccc2c(c1)c(=O)c(C(=O)N1CCOCC1)cn2C	-3	-2	6	0.2	0.7	-10	-2	-0.1	-0.8
O=C(c1ccccc1)N(C(=O)c1ccccc1)c1ncnc2c1C(c1ccccc1)c1c(ccc3ccccc13)O2 (stereo not given)	1	2	7	1.5	0.3	4	1	-0.1	0.1
COc1cccc(C(C)(O)c2nc(-c3csc4ccccc34)cs2)c1 (stereo not given)	-2	-2	-1	-2.6	-0.7	4	-1	-0.2	.
SMILES	BoNT-F LC inh	Anthrax LF inh2	CCHFV vOTU inh	FadD28 FP inh	TcdB inh	Yp Topo-I inh	PrPC TRFRET	BoNT-A LC inh2	PfHsp40 rescue
O=C(COc1ccccc1)Nc1ccc2[nH]ncc2c1	.	.	4	0.0	-0.6	7	3	.	-0.7
O=C(Nc1nnc(SCc2ccc(F)cc2)s1)c1ccc2ncsc2c1	-21	-4	-2	-3.0	-1.5	12	2	-3.8	-2.2
CCCCn1nnnc1NCc1cc(OC)c(OC)cc1OC	0	0	-9	1.0	.	5	2	-0.4	-0.4
CSc1nc2ccc(Cl)cc2[nH]1	9	-9	-13	-3.2	.	-5	-1	5.1	-0.9
COc1ccccc1NC(=O)Cn1cnc2c(nc3n2CCCCC3)c1=O	-4	-3	1	-3.1	-0.1	-5	1	-1.0	-1.2
COc1ccc(-c2nnc(SCc3ccc(C(=O)O)cc3)n2C)cc1OC	13	-8	-9	-4.0	2.1	1	8	-1.7	0.4
O=C(O)c1ccc(N2C(=O)c3cccc4cccc(c34)C2=O)cc1	.	.	-8	0.6	1.5	1	-45	.	-0.6
O=C(NCCCN1CCCC(O)C1)c1cc(COc2ccc(F)cc2F)on1 (stereo not given)	-2	-7	12	-0.2	0.6	5	-6	-0.2	0.2
COc1ccc(N(CC(=O)Nc2cccc(C)c2)S(=O)(=O)c2c(C)noc2C)cc1	1	-2	13	-3.0	2.4	18	4	-0.3	1.0
Cn1c(C(=O)N2CCCC(C(=O)NCCc3ccccc3)C2)cc2sccc21 (stereo not given)	-13	-4	-9	-0.7	.	22	-3	-2.9	0.1
Cc1ccc(SCCNC(=O)c2ccc(C)c(S(=O)(=O)Nc3ccccc3C)c2)cc1	-20	-1	6	0.4	0.7	-10	6	-1.5	1.0
Cn1nc(-c2ccccc2)c2cc(C(=O)O)sc21	2	7	-1	-2.9	-0.3	-6	10	-0.5	-1.0
Fc1ccc(/C=N/NC(=S)Nc2cccnc2)cc1F	-3	5	13	-3.3	-0.2	-11	5	0.3	-1.9
COc1cc(OC)cc(C(=O)NCC(=O)Nc2ccc(C)c(Cl)c2)c1	-18	-10	9	.	2.5	3	-6	-3.9	-0.6
Cc1ccc(NC(=O)CSc2nnc(NC(=O)c3ccc(S(=O)(=O)N4CCOCC4)cc3)s2)cc1	-2	2	0	-2.6	.	-1	3	-0.2	1.5
O=C(Nc1ccccc1Cl)Nc1ccnn1C1CCN(C(=O)CCN2CCCO2)CC1	-7	-3	11	-3.7	0.4	-7	2	-1.0	-0.4
CNC[C@@H]1Oc2c(NS(C)(=O)=O)cccc2C(=O)N([C@@H](C)CO)C[C@H]1C	-1	1	8	0.4	-1.1&-5.3	2	4	0.0	1.3
Cc1ccc(NC(=O)CCNC(=O)c2ccc(Br)cc2)cc1S(=O)(=O)N1CCCCCC1	?	2	-6	-5.6	1.7	29	-13	1.6	-0.4
COc1ccc(OC)c(Nc2nc(N)nc(CCl)n2)c1	?	-1	-12	0.6	-0.5	4	4	4.0	0.3
CC(C)CNC(=O)CO/N=C/c1ccccc1Cl	4	-4	-8	0.0	0.3	3	-6	0.1	-0.5
OC(c1ccccc1)c1ccncc1 (stereo not given)	-1	-6	7	-1.8	0.4	-5	7	-0.6	-2.1
COc1ccc(CCNS(=O)(=O)c2ccc(-n3cnnn3)c(OC)c2)cc1OC	2	-2	11	0.3	-1.0	7	1	-0.7	-0.7
